N-glyco inh = increase of ERlucT glycosylation luciferase signal, primary screen, N-linked glycosylation inhibitor project, D54 ERlucT cells, luminescence, set 2; D54 ERlucT glycosylation luciferase reporter, 24 h; percent of 100 nM tunicamycin response; reporter increase, % at 12.5 µM; 360,000 compounds, 0.23% hits;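 active = mean luciferase reporter signal, scaled so untreated is 0 and the glycosylation-blocking control 100, at or above a set limit in every replicate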;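 also: luciferase carries N-glycosylation sites so blocking glycosylation raises the light; 0% = median of neutral control wells and 100% = median of 100 nM tunicamycin wells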
MC4R barr agon = MC4R agonists recruiting beta-arrestin, primary screen, cell-based, luminescence, agonist arm of biased-ligand search | Melanocortin receptor 4 (Homo sapiens), P32245 | U2OS MC4R beta-arrestin complementation; percent of melanotan II response, DMSO zero | activation, % at 8.9 µM | 360,000 compounds, 0.98% hits;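 active = activation above a per-plate cutoff, the mean activation of sample wells on that plate plus 3 SD, cut at about 8% in these data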
Target sequence (P32245 whole entry, looked up): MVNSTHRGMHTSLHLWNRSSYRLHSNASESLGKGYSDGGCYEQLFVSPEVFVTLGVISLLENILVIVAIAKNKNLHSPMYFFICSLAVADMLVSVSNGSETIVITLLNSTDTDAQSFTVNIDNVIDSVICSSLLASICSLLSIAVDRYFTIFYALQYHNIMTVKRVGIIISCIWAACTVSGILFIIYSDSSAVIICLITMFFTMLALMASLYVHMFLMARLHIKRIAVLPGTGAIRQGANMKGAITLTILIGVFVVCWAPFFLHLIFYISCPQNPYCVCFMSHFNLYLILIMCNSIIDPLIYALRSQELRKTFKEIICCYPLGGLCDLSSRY
ABHD5 PLIN5 PPI = ABHD5-PLIN5 interaction inhibitors, primary screen, cell lysate, split luciferase complementation, luminescence; Perilipin-5 (Homo sapiens) + 1-acylglycerol-3-phosphate O-acyltransferase ABHD5 (Homo …; Split G. princeps luciferase complementation, 4 h; inhibition, % at 4 µM; 360,000 compounds, 0.78% hits; AID 602281, 2012;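 active = inhibition above the mean inhibition across every tested compound plus 3 SD, cut at about 22% in these data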;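 also: 0% = DMSO only wells and the 100% control is not disclosed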
Granule exo inh = LAMP-1 surface exposure blockers, TALL-104 cells – cell-based, flow cytometry, MLPCN library, primary screen; TALL-104 LAMP-1 surface exposure; cells stimulated with thapsigargin and PMA; inhibition, % at 10 µM; 360,000 compounds, 0.66% hits;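 active = inhibition above about 55%, limit read from the data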
hiPSC survival = enhancers of single-cell hiPSC survival, primary screen, ATPlite luminescence; 100% = ROCK inhibitor wells, 0% = DMSO; survival enhancement, % at 20 µM; 360,000 compounds, 0.044% hits; in the data active = survival enhancement above about 18%;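 also: cells exposed to compounds for 16 hours before the ATP read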
MC4R antagonist = MC4R antagonists of cAMP signaling, primary screen, cell-based, TR-FRET, antagonist arm of biased-ligand search | 360,000 compounds, 0.48% hits | inhibition, % at 6.5 µM | AID 540295, 2011 | MC4R-expressing cells, MTII-stimulated cAMP, LANCE TR-FRET | Melanocortin receptor 4 (Homo sapiens), P32245;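 active = inhibition above its plate's cutoff, the mean of tested wells on that plate plus 3 SD, cut at about 29% in these data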;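 also: 0% = Melanotan II alone and 100% = Melanotan II plus saturating MCL0020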
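Assay system: U2OS cells stably expressing human melanocortin 4 receptor (MC4R) / Dosing: 6.5 µM / Timing: compound 30 min, challenge 1 h, detection 1 h / Measured by: Eu-cAMP/anti-cAMP TR-FRET, emission 671 nm / Replicates: singlicate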
Cardio protect = cardioprotection against H2O2-induced cell death, primary screen, uHTS, H9c2 cells, ATPLite luminescence; H9c2 cardiomyocytes, H2O2 injury protection, 2 h; protection from H2O2 cell death, % at 20 µM; 360,000 compounds, 0.63% hits;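 active = compounds giving at least 50% protection of heart cells from peroxide-induced death in the single-dose screen, raw or plate-pattern-corrected value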;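 also: 0% = DMSO wells with peroxide and 100% = DMSO wells without peroxide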
ABCB6 inh MLPCN = ABCB6 transporter inhibitors, primary screen, K562-ABCB6 cells, flow cytometry, MLPCN library; fluorescence ratio to DMSO, % at 10 µM; 360,000 compounds, 0.19% hits; K562-ABCB6 porphyrin accumulation, 1 h; hits give low values;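 active = fluorescence ratio to DMSO below 75%, the collection mean minus 3 SD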;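 also: signal is porphyrin accumulated inside mitochondria; 100% equals median channel fluorescence of DMSO control wells; lower ratio means ABCB6 inhibition with less porphyrin fluorescence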
aDG glyco up = activators of alpha-DG glycosylation, primary screen, uHTS, Pro5-aDG cells, AlphaScreen; alpha-DG glycosylation AlphaScreen (IIH6); 0% Pro5, 100% B10-LARGE cell signal; activation, % at 10 µM; 360,000 compounds, 0.22% hits;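 active = activation of at least 8% versus controls, or a plate z-score of at least 8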;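 also: Pro5 are CHO cells carrying HIG-tagged alpha-DG that lacks glycosylation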
m5-HT2A agonist = mouse Htr2a agonists via beta-arrestin recruitment, primary screen, cell-based, luminescence; 5-hydroxytryptamine receptor 2A (Mus musculus), P35363; CHO-K1 mHTR2A beta-arrestin complementation; percent of 30 µM serotonin response; activation, % at 7.6 µM; 360,000 compounds, 0.66% hits; AID 624169, 2012;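 active = activation above a run cutoff, the mean activation of all tested compounds plus 3 SD, cut at about 14% in these data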;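 also: 0% = plate median of compound wells and 100% = 30 µM serotonin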
Target sequence (P35363 whole entry, looked up): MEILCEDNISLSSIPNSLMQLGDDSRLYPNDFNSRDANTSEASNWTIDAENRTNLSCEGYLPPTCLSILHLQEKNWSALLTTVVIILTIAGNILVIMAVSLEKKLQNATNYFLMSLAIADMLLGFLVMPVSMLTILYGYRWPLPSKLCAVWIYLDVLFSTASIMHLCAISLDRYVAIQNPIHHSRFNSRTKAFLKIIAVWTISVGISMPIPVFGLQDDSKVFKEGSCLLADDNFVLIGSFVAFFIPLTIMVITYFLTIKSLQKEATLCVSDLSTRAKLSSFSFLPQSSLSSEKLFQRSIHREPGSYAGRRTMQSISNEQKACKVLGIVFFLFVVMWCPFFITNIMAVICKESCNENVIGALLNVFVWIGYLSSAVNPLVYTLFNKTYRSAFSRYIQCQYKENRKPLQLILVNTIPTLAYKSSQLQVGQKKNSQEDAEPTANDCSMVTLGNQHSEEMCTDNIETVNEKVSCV
Numbers without * were called inactive.

Results for CCc1ccc(N2CC(C(=O)Nc3ccccc3F)CC2=O)cc1 (stereo not drawn) ?
N-glyco inh: 4; MC4R barr agon: 2.2; ABHD5 PLIN5 PPI: 4; Granule exo inh: -3; hiPSC survival: -0.8; MC4R antagonist: 7; Cardio protect: -8; ABCB6 inh MLPCN: 133; aDG glyco up: 0.1; m5-HT2A agonist: -2

Results for Cc1cnc(C2OCCO2)c2cccc(N)c12 ?
N-glyco inh: 5; MC4R barr agon: -1.5; ABHD5 PLIN5 PPI: -6; Granule exo inh: 0; hiPSC survival: 1.3; MC4R antagonist: 0; Cardio protect: 11; ABCB6 inh MLPCN: 104; aDG glyco up: 1.8; m5-HT2A agonist: 1

How did O=S(=O)(Nc1c(O)ccc2ccccc12)c1ccc(F)cc1 do in these assays?
N-glyco inh: 4; MC4R barr agon: 0.3; ABHD5 PLIN5 PPI: -5; Granule exo inh: 9; hiPSC survival: -0.6; MC4R antagonist: 9; Cardio protect: -11; ABCB6 inh MLPCN: 130; aDG glyco up: 1.0; m5-HT2A agonist: 6

How did CCN1CCN(CCCNC(=O)c2ccc3c(c2)N(Cc2ccc(C)cc2)CCS3)CC1 do in these assays?
N-glyco inh: -5; MC4R barr agon: -1.1; ABHD5 PLIN5 PPI: 0; Granule exo inh: 32; hiPSC survival: 1.1; MC4R antagonist: 3; Cardio protect: -2; ABCB6 inh MLPCN: 104; aDG glyco up: 4.0; m5-HT2A agonist: -12

What do the screens show for `O=C(NNc1c(F)c(F)cc(F)c1F)C1CCN(S(=O)(=O)c2ccccc2F)CC1`?
N-glyco inh: -4; MC4R barr agon: -1.8; ABHD5 PLIN5 PPI: -8; Granule exo inh: 6; hiPSC survival: 0.2; MC4R antagonist: 8; Cardio protect: -8; ABCB6 inh MLPCN: 99; aDG glyco up: 0.0; m5-HT2A agonist: 1

What do the screens show for `COc1ccc(C(=O)CSc2n[nH]c(N)n2)cc1`?
N-glyco inh: 0; MC4R barr agon: 0.8; ABHD5 PLIN5 PPI: -3; Granule exo inh: 0; hiPSC survival: -1.3; MC4R antagonist: -6; Cardio protect: -2; ABCB6 inh MLPCN: 92; aDG glyco up: -0.1; m5-HT2A agonist: -4

What do the screens show for `O=C1C2C3C=CC(C3)C2C(=O)N1CCc1ccccc1` (stereo not drawn)?
N-glyco inh: -1; MC4R barr agon: 0.1; ABHD5 PLIN5 PPI: -4; Granule exo inh: 1; hiPSC survival: -0.6; MC4R antagonist: 6; Cardio protect: 2; ABCB6 inh MLPCN: 100; aDG glyco up: -0.2; m5-HT2A agonist: 0

How did CCOC(=O)C1=C(COC(=O)/C=C/c2cccc(OC)c2)NC(=O)NC1C (stereo not drawn) do in these assays?
N-glyco inh: 1; MC4R barr agon: -0.9; ABHD5 PLIN5 PPI: -1; Granule exo inh: 9; hiPSC survival: 2.5; MC4R antagonist: -8; Cardio protect: 19; ABCB6 inh MLPCN: 96; aDG glyco up: -0.3; m5-HT2A agonist: 10

What do the screens show for `O=C(CCCCCNC(=O)N1CCn2c1nc1ccccc12)NCc1ccc(Cl)cc1`?
N-glyco inh: 1; MC4R barr agon: -1.9; ABHD5 PLIN5 PPI: 1; Granule exo inh: 10; hiPSC survival: -0.4; MC4R antagonist: 13; Cardio protect: 6; ABCB6 inh MLPCN: 100; aDG glyco up: 0.2; m5-HT2A agonist: -1

How did CCCCc1cc(-c2n[nH]c(=S)o2)c2ccccc2n1 do in these assays?
N-glyco inh: 1; MC4R barr agon: -0.9; ABHD5 PLIN5 PPI: -5; Granule exo inh: 5; hiPSC survival: -0.2; MC4R antagonist: 2; Cardio protect: -4; ABCB6 inh MLPCN: 96; aDG glyco up: 0.1; m5-HT2A agonist: -7

What do the screens show for `CC[C@@H]1CCCCc2ccccc2[C@@H](C(=O)C[C@H](O)CC(C)=O)OC1=O`?
N-glyco inh: 2; MC4R barr agon: 0.7; ABHD5 PLIN5 PPI: 2; Granule exo inh: -4; hiPSC survival: -2.1; MC4R antagonist: 11; Cardio protect: 10; ABCB6 inh MLPCN: 98; aDG glyco up: 0.2; m5-HT2A agonist: 0

Results for CN(Cc1cccs1)C(=O)CCNS(=O)(=O)c1ccc(Br)cc1 ?
N-glyco inh: 4; MC4R barr agon: 0.0; ABHD5 PLIN5 PPI: 1; Granule exo inh: -2; hiPSC survival: 0.1; MC4R antagonist: 11; Cardio protect: -1; ABCB6 inh MLPCN: 99; aDG glyco up: -0.1; m5-HT2A agonist: 2

An excerpt from above in order of SMILES length, rising:
How did O=S(=O)(Nc1c(O)ccc2ccccc12)c1ccc(F)cc1 do in these assays?
N-glyco inh: 4; MC4R barr agon: 0.3; ABHD5 PLIN5 PPI: -5; Granule exo inh: 9; hiPSC survival: -0.6; MC4R antagonist: 9; Cardio protect: -11; ABCB6 inh MLPCN: 130; aDG glyco up: 1.0; m5-HT2A agonist: 6

Results for CN(Cc1cccs1)C(=O)CCNS(=O)(=O)c1ccc(Br)cc1 ?
N-glyco inh: 4; MC4R barr agon: 0.0; ABHD5 PLIN5 PPI: 1; Granule exo inh: -2; hiPSC survival: 0.1; MC4R antagonist: 11; Cardio protect: -1; ABCB6 inh MLPCN: 99; aDG glyco up: -0.1; m5-HT2A agonist: 2

How did CCOC(=O)C1=C(COC(=O)/C=C/c2cccc(OC)c2)NC(=O)NC1C (stereo not drawn) do in these assays?
N-glyco inh: 1; MC4R barr agon: -0.9; ABHD5 PLIN5 PPI: -1; Granule exo inh: 9; hiPSC survival: 2.5; MC4R antagonist: -8; Cardio protect: 19; ABCB6 inh MLPCN: 96; aDG glyco up: -0.3; m5-HT2A agonist: 10

The list continues:
What do the screens show for `CCOC(=O)C1=C[C@@H](CC)N(S(=O)(=O)c2ccc([N+](=O)[O-])cc2)[C@H]1c1ccccc1`?
N-glyco inh: -1; ABHD5 PLIN5 PPI: 0; Granule exo inh: -4; hiPSC survival: 1.2; Cardio protect: -5; ABCB6 inh MLPCN: 103; aDG glyco up: -0.2; m5-HT2A agonist: 3

Results for O=C(COc1ccc(S(=O)(=O)N2CCCC2)cc1Cl)NCc1ccco1 ?
N-glyco inh: 0; MC4R barr agon: -1.8; ABHD5 PLIN5 PPI: 2; Granule exo inh: 0; hiPSC survival: -0.2; MC4R antagonist: 3; Cardio protect: 1; ABCB6 inh MLPCN: 102; aDG glyco up: -0.1; m5-HT2A agonist: 0

What do the screens show for `Cc1ccc(-n2nc(C(N)=O)nc2-c2ccccc2)cc1`?
N-glyco inh: -1; MC4R barr agon: -1.1; ABHD5 PLIN5 PPI: -3; Granule exo inh: 4; hiPSC survival: -0.4; MC4R antagonist: 0; Cardio protect: -5; ABCB6 inh MLPCN: 99; aDG glyco up: -0.1; m5-HT2A agonist: -1

Results for COc1cccc(C(=O)NCCS(=O)(=O)NCCc2ccccc2)c1 ?
N-glyco inh: 0; MC4R barr agon: -1.8; ABHD5 PLIN5 PPI: -1; Granule exo inh: -7; hiPSC survival: -0.5; MC4R antagonist: 8; Cardio protect: 5; ABCB6 inh MLPCN: 96; aDG glyco up: -0.1; m5-HT2A agonist: -5

How did COc1ccc([C@H]2C(C(=O)O)=C[C@@H](C(C)(C)C)N2S(=O)(=O)c2ccccc2)cc1 do in these assays?
N-glyco inh: 1; MC4R barr agon: -0.2; ABHD5 PLIN5 PPI: -1; Granule exo inh: -5; hiPSC survival: 2.3; MC4R antagonist: 10; Cardio protect: 6; ABCB6 inh MLPCN: 93; aDG glyco up: 0.0; m5-HT2A agonist: -1

What do the screens show for `COC(=O)[C@@]12CCCCN1[C@H](c1ccc(-c3cccc(Cl)c3)cc1)[C@@H]1C(=O)N(C)C(=O)[C@@H]12`?
N-glyco inh: 2; MC4R barr agon: 0.2; ABHD5 PLIN5 PPI: -2; Granule exo inh: -3; hiPSC survival: 4.0; MC4R antagonist: 5; Cardio protect: -10; ABCB6 inh MLPCN: 96; aDG glyco up: 0.0; m5-HT2A agonist: 4

What do the screens show for `Cc1nn(C(=O)CCCn2cc([N+](=O)[O-])cn2)c(C)c1Cl`?
N-glyco inh: 1; MC4R barr agon: 0.3; ABHD5 PLIN5 PPI: 0; Granule exo inh: -2; hiPSC survival: -0.3; MC4R antagonist: 7; Cardio protect: -1; ABCB6 inh MLPCN: 95; aDG glyco up: -0.1; m5-HT2A agonist: 4

How did CCCCc1ccc(S(=O)(=O)NC2CCS(=O)(=O)C2)cc1 (stereo not drawn) do in these assays?
N-glyco inh: -3; MC4R barr agon: -0.9; ABHD5 PLIN5 PPI: -10; Granule exo inh: -9; hiPSC survival: -0.1; MC4R antagonist: 5; Cardio protect: -7; ABCB6 inh MLPCN: 94; aDG glyco up: 0.5; m5-HT2A agonist: 4

How did CCCNC(=O)C1(C)CCCN(Cc2ccc(C(F)(F)F)cc2)C1 (stereo not drawn) do in these assays?
N-glyco inh: -3; MC4R barr agon: 0.1; ABHD5 PLIN5 PPI: 5; Granule exo inh: -2; hiPSC survival: -0.7; MC4R antagonist: 2; Cardio protect: 2; ABCB6 inh MLPCN: 91; aDG glyco up: -0.1; m5-HT2A agonist: -3

Results for COC(=O)c1ccc2c(=O)n(Cc3ccco3)c(SCC(=O)Nc3ccc(C)c(Cl)c3)nc2c1 ?
N-glyco inh: 2; MC4R barr agon: 4.4; ABHD5 PLIN5 PPI: 1; Granule exo inh: -1; hiPSC survival: -2.5; MC4R antagonist: -3; Cardio protect: -3; ABCB6 inh MLPCN: 87; aDG glyco up: -0.4; m5-HT2A agonist: 0

How did CSc1ccccc1C(=O)Nc1ccccc1C(=O)NC(C)C do in these assays?
N-glyco inh: -1; MC4R barr agon: 0.1; ABHD5 PLIN5 PPI: 0; Granule exo inh: 3; hiPSC survival: -0.1; MC4R antagonist: 16; Cardio protect: -1; ABCB6 inh MLPCN: 102; aDG glyco up: -0.2; m5-HT2A agonist: 2

How did O=c1nc(-c2ccccc2)cn[nH]1 do in these assays?
N-glyco inh: 2; MC4R barr agon: -2.1; ABHD5 PLIN5 PPI: 0; Granule exo inh: -1; hiPSC survival: -4.0; MC4R antagonist: 2; Cardio protect: 2; ABCB6 inh MLPCN: 92; aDG glyco up: 1.0; m5-HT2A agonist: 1

What do the screens show for `COc1ccc(/C=N/NC(=O)C2(C)NC(C)(C)Cc3ccccc32)cc1` (stereo not drawn)?
N-glyco inh: -1; MC4R barr agon: -1.8; ABHD5 PLIN5 PPI: -4; Granule exo inh: 2; hiPSC survival: -0.9; MC4R antagonist: 4; Cardio protect: -6; ABCB6 inh MLPCN: 99; aDG glyco up: 0.0; m5-HT2A agonist: -1

Bioassay records (PubChem BioAssay)

Hits appear at their usual frequency; 4.5% or so of the library scored in one or more.
